# Compound activity from PubChem BioAssay.
# HTRA1 inhibitor: HTRA1 serine protease inhibitors, primary screen, biochemical, fluorescence polarization, HTS | recombinant HTRA1, FP-rhodamine activity-based probe | inhibition, % at 5.96 µM | actives 0.5% (n = 340,000) | AID 504803, 2011; in the data active = inhibition above about 36%;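 note: 0% = enzyme with DMSO and 100% = wells lacking enzyme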
# rCAG binder: binders of r(CAG) RNA repeats, primary screen, biochemical, fluorescence. inhibition, % at 3 µM. actives 1.3% (n = 370,000). r(CAG) RNA repeat, TO-PRO-1 dye displacement fluorescence. AID 651821, 2012;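 active = inhibition above the plate cutoff, the mean of all test compounds on that plate plus 3 SD, cut at about 35% in these data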;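 note: 0% = DMSO alone and 100% = 100 µM mitoxantrone as full dye displacement; higher means more dye released from RNA so lower well fluorescence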
# ASAP1 inh: inhibitors of human ASAP1 ArfGAP activity, primary screen, biochemical, fluorescence polarization. ASAP1-stimulated ARF1 GTP hydrolysis, GDP FP detection. inhibition, % at 16.5 µM. actives 0.19% (n = 360,000); in the data active = inhibition above about 25%;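 note: 0% = vehicle with enzyme and substrate and 100% = no enzyme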
# NPR2 activator: human GC-B receptor activators, primary screen, HEK293 GC-B cells, cGMP TR-FRET, EC30 CNP | AID 1920062, 2024 | activation, % at 10 µM | actives 0.11% (n = 370,000) | Atrial natriuretic peptide receptor 2 (Homo sapiens), P20594 | 0% at EC30 CNP, 100% saturating CNP;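 active = activation at 10 µM reaching about 35% in either raw or pattern-adjusted values, limit read from the data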
# Target sequence (P20594 whole entry, looked up): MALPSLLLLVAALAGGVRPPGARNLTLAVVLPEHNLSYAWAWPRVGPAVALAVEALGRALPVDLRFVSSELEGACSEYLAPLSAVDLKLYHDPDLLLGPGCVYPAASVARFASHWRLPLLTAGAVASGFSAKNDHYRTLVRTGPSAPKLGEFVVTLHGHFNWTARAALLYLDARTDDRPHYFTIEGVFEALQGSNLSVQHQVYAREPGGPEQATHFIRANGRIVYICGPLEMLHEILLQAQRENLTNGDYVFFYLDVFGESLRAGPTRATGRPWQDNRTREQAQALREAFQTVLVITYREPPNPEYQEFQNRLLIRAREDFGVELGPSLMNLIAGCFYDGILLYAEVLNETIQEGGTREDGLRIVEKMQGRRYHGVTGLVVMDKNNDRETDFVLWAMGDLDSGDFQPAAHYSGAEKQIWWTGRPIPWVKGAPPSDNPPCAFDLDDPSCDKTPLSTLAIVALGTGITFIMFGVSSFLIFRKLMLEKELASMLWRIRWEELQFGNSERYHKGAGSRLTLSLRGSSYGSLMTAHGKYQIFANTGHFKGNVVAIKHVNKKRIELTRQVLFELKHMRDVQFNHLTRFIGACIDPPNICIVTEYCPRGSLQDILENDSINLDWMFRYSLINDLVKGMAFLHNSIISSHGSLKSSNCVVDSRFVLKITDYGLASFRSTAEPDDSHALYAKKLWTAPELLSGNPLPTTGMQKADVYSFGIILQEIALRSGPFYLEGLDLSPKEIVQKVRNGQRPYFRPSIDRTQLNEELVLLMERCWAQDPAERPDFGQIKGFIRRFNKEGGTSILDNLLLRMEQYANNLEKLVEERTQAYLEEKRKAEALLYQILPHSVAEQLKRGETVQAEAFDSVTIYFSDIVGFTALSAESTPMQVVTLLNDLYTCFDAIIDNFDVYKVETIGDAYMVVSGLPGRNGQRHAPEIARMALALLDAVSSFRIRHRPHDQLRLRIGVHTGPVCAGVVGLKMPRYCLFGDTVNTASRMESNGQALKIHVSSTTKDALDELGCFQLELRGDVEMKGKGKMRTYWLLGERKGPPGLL
# PG9 binder: binders of HIV-1 gp120 antibody PG9, primary screen, biochemical, TR-FRET; actives 0.43% (n = 360,000); inhibition, % at 6.7 µM; TR-FRET gp120-PG9 antibody binding; HIV-1 gp120 / PG9 antibody interaction; in the data active = inhibition above about 8.5%
# Rev-erbA mod: modulators of Rev-erb alpha DNA binding, primary screen, biochemical, FITC-DNA, fluorescence polarization, uHTS; Nuclear receptor subfamily 1 group D member 1 (Homo sapiens), P20393; Rev-erbα–FITC-DNA binding, 90 min; activity, % at 10 µM; actives 0.79% (n = 370,000); AID 1259318, 2017;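 active = activity above about 14%, limit read from the data; passing the limit was not always enough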;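 note: 0% = DMSO wells with 35 nM protein and 100% = DMSO wells with 750 nM protein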
# GC-A act: GC-A stimulated cGMP production enhancers – HEK293 GC-A cells, cGMP TR-FRET, EC30 ANP, primary screen. activation, % at 10 µM. 0% at EC30 ANP, 100% saturating ANP. AID 1671463, 2021. Atrial natriuretic peptide receptor 1 (Homo sapiens), P16066. actives 0.14% (n = 370,000); in the data active = activation above about 40%
# ARFGAP1 inhibitor: inhibitors of rat ARFGAP1 GAP activity, primary screen, biochemical, fluorescence polarization, GDP tracer | Arfgap1-stimulated ARF1 GTP hydrolysis, GDP FP detection | inhibition, % at 16.5 µM | actives 0.26% (n = 360,000) | ADP-ribosylation factor GTPase-activating protein 1 (Rattus norvegicus), Q62848;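 active = inhibition above a per-plate limit, mean inhibition of low control wells plus 3 SD, cut at about 25% in these data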;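 note: 0% = DMSO wells with enzyme and 100% = wells lacking Arfgap1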
#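 system = rat Arfgap1 catalytic domain, aa 1-136 | technique = FP, GDP Alexa 633 tracer displaced from anti-GDP antibody, 620/688 nm | compound = one concentration, 16.5 µM, DMSO 1.26% | medium = HEPES-based buffer, pH 7.5 | timing = compound-enzyme preincubation 20 min, reaction 120 min, detection 60 min, 25 °C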
# ABHD4 inh: ABHD4 inhibitors, primary screen, biochemical, fluorescence polarization, mouse. purified mABHD4, FP-Rh probe fluorescence polarization. inhibition, % at 8.92 µM. actives 0.54% (n = 370,000). AID 720543, 2013;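 active = inhibition exceeding the mean over every tested compound plus 3 SD, cut at about 30% in these data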;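 note: 0% = plate median of compound wells and 100% = S159A mutant with DMSO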
#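 Material: mouse ABHD4 enzyme, wild type; Benchmarks: S159A mutant high control, sample median low control; Buffer or medium: HEPES pH 7.0, NaCl, Pluronic buffer; Signal: fluorescence polarization; Read-out: percent inhibition of probe binding, normalized to plate controls; Timing: pre-incubation 45 min, probe exposure 60 min, at 25 °C; Dosing: 8.92 µM, single dose.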
# SMARCA2 act: SMARCA2 (BRM) function activators, primary screen, cell-based, luminescence, high throughput | AID 652017, 2013 | MG213 cells, MMTV-luciferase reporter, dexamethasone, overnight | actives 1% (n = 370,000) | activation, % at 9.1 µM; in the data active = activation above about 7.8%;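 note: 0% = vehicle wells and 100% = reference activator wells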
# * = called active by the depositor; nt = no result given.
Compound	SMARCA2 act	HTRA1 inhibitor	rCAG binder	ARFGAP1 inhibitor	ASAP1 inh	PG9 binder	GC-A act	Rev-erbA mod	NPR2 activator	ABHD4 inh
CN(CC(=O)NC(=O)NCc1ccco1)Cc1nc2ccccc2c(=O)[nH]1	-1.6	-1.4	2.8	-0.1	5.0	2.3	0.9	-8.4	-1.3	2.6
Cc1c(NC(=O)CSc2nccn2C)c(=O)n(-c2ccccc2)n1C	0.1	0.5	0.5	-13.2	11.1	2.2	2.4	1.6	3.3	4.3
Cc1cccc(NC(=S)NNC(=O)Cc2ccccc2)c1	-0.1	2.4	1.3	1.7	-7.0	-1.8	5.1	2.5	3.8	8.5
CCCCN(C(=O)/C=C/c1ccco1)c1c(N)n(CCC)c(=O)[nH]c1=O	-2.2	1.5	0.5	9.9	9.6	-2.6	1.4	-1.5	1.4	-0.9
CCc1nnc(NS(=O)(=O)c2ccc(N=Cc3c(C)[nH]n(-c4ccc(C)cc4)c3=O)cc2)s1	-0.3	0.4	56.7*	7.3	-3.7	-2.4	0.1	-0.4	-8.9	1.1
CCOC(=O)CCCCCC(=O)Nc1ccc2c(c1)C(=O)N([C@@H](C)CO)C[C@H](C)[C@H](CN(C)C(=O)NC(C)C)OCCCC[C@H](C)O2	-3.7	-1.7	0.7	-2.5	3.5	-1.4	3.5	1.0	4.5	4.5
CC(=O)c1cccc(N(C(=O)c2ccccn2)C(C(=O)NC2CCCCC2)c2cccs2)c1 (configuration not stated)	3.9	-2.5	-5.2	7.3	3.2	-0.7	1.0	2.6	-4.8	2.0
COC(=O)CC(NC(=O)Nc1ccc(C)cc1)c1cccc([N+](=O)[O-])c1 (configuration not stated)	-1.1	-1.4	-0.9	1.2	-5.2	-0.5	-4.5	12.4	-2.7	-1.2
CC1CCCN(c2nc3ccccc3nc2C(C#N)S(=O)(=O)c2ccccc2)C1 (configuration not stated)	1.5	-8.9	7.0	6.3	12.9	-0.9	0.8	1.7	-4.6	10.3
COc1ccc(Cn2nnnc2C(C(C)C)N(Cc2ccco2)Cc2cccs2)cc1 (configuration not stated)	-0.8	-28.3	6.6	2.1	6.2	0.8	-15.0	3.2	-2.1	-25.5
Cc1ccc(OCC(=O)Nc2cccc(S(=O)(=O)N3CCCC3)c2)cc1C	0.1	-17.1	3.5	-2.1	-3.4	-1.4	1.8	-0.4	-0.9	-7.5
Cc1ccccc1-c1ccc(Nc2ccc(C(=O)N3CCOCC3)cc2)nn1	-0.4	2.7	3.7	11.2	-2.9	3.8	9.4	1.1	1.4	1.3
Cc1ccccc1Cn1c(=O)n(CCCC(=O)NCc2ccco2)c(=O)c2sccc21	-1.2	-12.8	-5.0	9.0	8.0	4.8	nt	nt	nt	4.1
CCOc1ccccc1NC(=O)C(=O)/C=C(\O)c1cc(OC)ccc1OC	-3.1	0.3	7.7	3.7	-4.6	-2.7	-1.5	-3.4	-3.0	3.2
CCN(CC(=O)Nc1c(F)cccc1F)C(=O)CNC(=O)c1cccc(C)c1	0.4	1.6	-0.8	3.7	-1.8	-1.9	2.0	1.9	1.6	-2.6
CC(C)Oc1ccc(CCC(=O)N/N=C/c2ccncc2)cc1	-0.9	nt	-6.5	-2.4	-11.2	-0.7	3.4	-1.4	0.2	-7.0
CC(CCc1ccc(O)cc1)NC1C2CC3CC(C2)CC1C3 (configuration not stated)	-0.8	3.2	2.2	-3.2	-4.2	0.2	2.5	4.4	4.6	7.5
COc1ccccc1-c1cc(NC(C)=O)c2ncc(-c3ccccc3)n2c1	-3.3	nt	6.8	4.8	10.7	-0.3	-1.4	-10.0	8.6	-2.7
CCCNC(=O)c1oc2ccc3c(c2c1C)C(O)CC(C)(C)O3 (configuration not stated)	2.5	4.4	-0.8	-4.4	-3.9	0.4	8.3	-1.8	0.7	1.9
COC(=O)c1ccc(OCC(O)CN(CC(C)C)CC(C)C)cc1 (configuration not stated)	-0.2	-1.4	-9.1	-4.7	-6.7	0.2	2.6	-0.1	2.2	3.3
O=C(Nc1ccc(Br)cc1)C1CCCN1S(=O)(=O)c1cccs1 (configuration not stated)	-1.5	-8.2	2.8	-3.1	3.3	-2.2	-1.1	-2.4	-3.7	1.1
CCn1c(SCC(N)=O)nc2cc(S(=O)(=O)N3CCOCC3)ccc21	2.5	-2.5	-0.1	-1.9	-7.4	-0.8	-0.4	2.4	1.3	-1.0
CCC1(C)Cc2ccccc2-c2nc3n(c(=O)c21)CCCCC3 (configuration not stated)	-2.8	-7.0	-3.9	10.4	-5.4	-2.4	-4.2	1.0	-0.9	5.5
Cc1ccc(C)c(NC(=O)Cc2nc(CCl)cs2)c1	0.0	0.6	5.7	1.0	-8.6	-2.3	2.6	3.4	2.4	2.0
O=C(OCC#CCSc1nnc(-c2ccccc2)o1)c1ccc(F)cc1	nt	nt	nt	nt	nt	nt	2.9	-4.7	-5.1	-11.9
Cc1nc(C)c(C(=O)NNS(=O)(=O)c2ccc3ccccc3c2)s1	-2.0	1.8	0.4	4.6	-0.1	-3.4	1.9	0.0	1.3	0.2
CCN(Cc1ccccc1)C(=O)CN1C(=O)COc2ccc(S(=O)(=O)N3CCCCCC3)cc21	-3.8	-13.1	-5.3	0.7	-11.3	1.6	-0.2	2.2	0.8	1.1
O=C(N[C@@H](Cc1c[nH]c2ccccc12)C(=O)O)C1CCN(S(=O)(=O)c2ccc(Cl)cc2)CC1	-0.8	4.0	34.6*	-1.1	-11.6	-1.1	-2.4	-1.3	4.9	7.9
Cc1ccc(Nc2ccccc2N)cc1	0.3	47.8*	4.2	0.9	-7.5	-0.7	3.0	2.4	-3.1	28.9
OCCNc1nc(NCc2ccccc2)c2ccccc2n1	-0.8	3.1	11.0	7.0	4.1	-0.8	-5.6	-0.9	-5.6	0.0
CC(C)N(C(=O)[C@H]1C[C@H](CC(=O)NCCN2CCOCC2)C(=O)N2CCc3c([nH]c4cc(-c5ccco5)ccc34)[C@]12C)C(C)C	-0.1	8.2	0.8	5.8	0.9	-1.2	-0.6	2.2	-3.7	4.1
CCCn1c(N)c(C(=O)CN(C)CC(=O)Nc2cccc(F)c2)c(=O)[nH]c1=O	-2.0	-2.7	1.0	-1.6	-10.6	1.0	-0.3	-1.9	3.3	-1.2
CCOc1ccc(C(=O)/C=C/c2ccc(SC)cc2)cc1	-1.3	-29.2	0.6	-4.5	-7.2	0.9	4.1	-2.2	8.5	-7.0
CC(=O)c1c(NCCc2ccccc2)cc(C)oc1=O	-0.1	4.9	-2.0	0.5	-13.9	0.6	2.7	2.6	0.9	3.2
O=C(CSc1ccccc1)Nc1nnc(COc2ccc(Cl)cc2)s1	-2.0	-38.7	4.9	-9.2	-8.8	-0.8	7.6	2.1	4.5	-10.5
CCCC(=O)N1CCN(c2nc3ccccc3s2)CC1	4.4	-0.9	-4.5	-2.2	-3.5	0.8	1.9	3.4	-10.7	5.2
CCc1ccc(C2=NN(CCC(=O)NC(C)CCc3ccccc3)C(=O)CC2)cc1 (configuration not stated)	-3.5	-3.5	-8.5	-12.0	5.3	-1.5	-19.2	-3.0	-6.6	-1.7
O=[N+]([O-])c1cccc(S(=O)(=O)NCc2ccncc2)c1	-4.3	-2.2	1.2	7.6	-12.9	-0.2	0.8	-5.9	-1.0	6.1
Cc1nnc(Nc2ccccc2F)s1	-0.8	-2.1	-1.0	-11.0	5.9	-0.8	-1.8	5.7	-3.7	-0.2
O=C(CCN1C(=O)C2C3C=CC(C3)C2C1=O)NCCc1ccccc1Cl (configuration not stated)	-1.5	-3.1	-4.3	0.7	4.2	1.0	4.2	-5.0	0.1	2.1
O=C(NC(=O)c1cccc(OC(F)(F)C(F)F)c1)OC1CCS(=O)(=O)C1 (configuration not stated)	-5.0	3.7	3.5	14.8	-1.9	0.0	5.3	-1.4	2.0	-9.3
COc1ccc(-n2ccn(CC(=O)Nc3ccccc3OC)c(=O)c2=O)cc1	0.4	3.1	-3.8	1.8	-5.8	0.5	-0.4	0.9	-0.6	6.0
O=Cc1c(SCCO)nc2ccccn2c1=O	-1.6	5.9	-0.9	13.3	-5.6	-0.4	-0.4	-3.1	-4.0	2.1
CC(C)(C)NC(=O)C(c1cccc2ccccc12)n1c(=O)c(-c2cc3ccccc3[nH]2)nc2ccccc21 (configuration not stated)	-2.9	nt	18.4	9.6	5.1	1.1	-3.5	-0.6	0.0	-29.7
O=C(CCN1CCN(c2ccccc2)CC1)c1ccc(Br)cc1	3.5	2.0	-8.0	-10.2	-6.3	-2.9	40.1*	5.2	-0.1	-3.7
C[C@@H]1CN([C@H](C)CO)C(=O)CCCn2nncc2CO[C@H]1CN(C)C(=O)NC1CCCCC1	-3.2	5.5	-0.5	-11.7	-3.0	-1.7	2.9	-1.4	3.8	3.0
COc1cc(C2c3c(-c4cc(Cl)c(C)cc4O)n[nH]c3C(=O)N2Cc2cccnc2)ccc1O (configuration not stated)	2.4	19.4	9.2	-3.0	19.8	-0.5	-46.2	-4.6	-23.0	0.1
Cc1cc(OC[C@@H](O)CN2CCC(C(O)(c3ccccc3)c3ccccc3)CC2)ccc1Br	-6.7	nt	4.0	nt	nt	nt	-17.7	0.9	-11.4	12.6
CSc1nc2sc3c(c2c2nncn12)CCC3	0.0	1.0	0.0	-1.4	-9.7	-2.8	-0.1	-3.4	-1.9	-8.3
O=P(O)(CP(=O)(c1ccccc1)c1ccccc1)c1ccccc1	-0.8	1.3	-0.8	5.5	1.1	0.7	-0.2	3.1	-1.0	0.3

# Three compounds picked at random from those above, as already listed:
Compound	SMARCA2 act	HTRA1 inhibitor	rCAG binder	ARFGAP1 inhibitor	ASAP1 inh	PG9 binder	GC-A act	Rev-erbA mod	NPR2 activator	ABHD4 inh
O=Cc1c(SCCO)nc2ccccn2c1=O	-1.6	5.9	-0.9	13.3	-5.6	-0.4	-0.4	-3.1	-4.0	2.1
C[C@@H]1CN([C@H](C)CO)C(=O)CCCn2nncc2CO[C@H]1CN(C)C(=O)NC1CCCCC1	-3.2	5.5	-0.5	-11.7	-3.0	-1.7	2.9	-1.4	3.8	3.0
O=[N+]([O-])c1cccc(S(=O)(=O)NCc2ccncc2)c1	-4.3	-2.2	1.2	7.6	-12.9	-0.2	0.8	-5.9	-1.0	6.1
